BaF3 tox = parental Ba/F3 cell viability inhibition, counter-screen for JAK2V617F inhibitor project, murine pro-B, CellTiter-Glo luminescence. inhibition, % at 5.6 µM. 220,000 tested, 1.1% active. CellTiter-Glo ATP luminescence;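 active = inhibition above a per-campaign cutoff, the mean inhibition of all tested compounds plus 3 SD, cut at about 27% in these data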;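 note: 0% = DMSO wells and 100% = JAK Inhibitor I control wells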
Ba/F3 V617F tox = reduced viability of JAK2V617F-dependent Ba/F3 cells, primary screen, JAK2V617F inhibitor project, cell-based, Ba/F3 EpoR-JAK2V617F, luminescence. inhibition, % at 5.6 µM. 220,000 tested, 1.1% active. ATP luminescence;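 active = inhibition above the campaign mean plus 3 SD over all tested compounds, cut at about 24% in these data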;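 note: cytokine-independent growth of Ba/F3 cells driven by EpoR plus mutant JAK2; 0% = DMSO-treated cells and 100% = JAK inhibitor I control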
NCF1 inh = p47phox/p22phox peptide binding inhibitors, primary screen, biochemical, uHTS, NADPH oxidase regulatory subunit. inhibition, % at 24.7 µM. 220,000 tested, 0.53% active. Neutrophil cytosol factor 1 (Homo sapiens), P14598. fluorescence polarization, 2 h;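 active = inhibition above about 30%, limit read from the data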;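 note: 0% = p47phox with labelled peptide and 100% = labelled peptide alone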
Target sequence (P14598 whole entry, looked up): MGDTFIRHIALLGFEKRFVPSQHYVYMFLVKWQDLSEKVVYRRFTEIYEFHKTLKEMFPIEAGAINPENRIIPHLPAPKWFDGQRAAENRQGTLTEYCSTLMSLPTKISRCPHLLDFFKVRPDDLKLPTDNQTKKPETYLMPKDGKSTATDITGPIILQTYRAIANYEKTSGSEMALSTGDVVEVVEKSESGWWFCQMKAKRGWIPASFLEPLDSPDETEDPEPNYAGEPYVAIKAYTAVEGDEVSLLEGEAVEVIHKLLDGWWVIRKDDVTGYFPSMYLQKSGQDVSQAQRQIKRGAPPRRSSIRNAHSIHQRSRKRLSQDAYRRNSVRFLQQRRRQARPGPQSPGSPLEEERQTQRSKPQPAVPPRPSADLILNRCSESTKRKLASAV
NPY Y1 blocker = NPY-Y1 receptor antagonists, primary screen, cell-based. Neuropeptide Y receptor type 1 (Homo sapiens), P25929. HEK293-CNG Y1 cells, membrane potential fluorescence; NPY at EC95, then isoproterenol. inhibition, % at 3.6 µM. 200,000 tested, 1% active;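 active = inhibition above the campaign mean inhibition of all tested compounds plus 3 SD, cut at about 20% in these data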;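 note: 0% = DMSO wells given NPY plus isoproterenol and 100% = isoproterenol alone without NPY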
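Material: HEK293 Y1/CNG channel cell line | Also added: NPY (25 nM), isoproterenol (1 µM), Ro 20-1724 (25 µM) | Compound: One concentration, 3.6 µM, in 0.4% DMSO | Schedule: 3 h dye uptake, 1 h room-temperature compound, 45 min post-isoproterenol | Signal: Membrane-potential fluorescent dye readout | Read-out: % inhibition of NPY effect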
NPY2 pot ag = NPY-Y2 potentiators or agonists, primary screen, cell-based; cells expressing NPY-Y2, potentiator/agonist read-out; activation, % at 3.6 µM; 220,000 tested, 0.45% active; AID 1359, 2008; in the data active = activation above about 27%;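 note: cells stimulated with NPY near EC25 plus isoproterenol at EC100; 0% = vehicle plus submaximal agonist and 100% = vehicle plus saturating agonist; some results beyond the cut were filed as inactive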
S1P4 antag = S1P4 receptor antagonists, primary screen, cell-based; Sphingosine 1-phosphate receptor 4 (Homo sapiens), O95977; S1P4-expressing cells, antagonist mode, reporter read-out; inhibition, % at 4.98 µM; 220,000 tested, 0.26% active; AID 1510, 2009; in the data active = inhibition above about 29%;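 note: 0% = wells stimulated with agonist and 100% = vehicle wells without agonist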
Target sequence (O95977 whole entry, looked up): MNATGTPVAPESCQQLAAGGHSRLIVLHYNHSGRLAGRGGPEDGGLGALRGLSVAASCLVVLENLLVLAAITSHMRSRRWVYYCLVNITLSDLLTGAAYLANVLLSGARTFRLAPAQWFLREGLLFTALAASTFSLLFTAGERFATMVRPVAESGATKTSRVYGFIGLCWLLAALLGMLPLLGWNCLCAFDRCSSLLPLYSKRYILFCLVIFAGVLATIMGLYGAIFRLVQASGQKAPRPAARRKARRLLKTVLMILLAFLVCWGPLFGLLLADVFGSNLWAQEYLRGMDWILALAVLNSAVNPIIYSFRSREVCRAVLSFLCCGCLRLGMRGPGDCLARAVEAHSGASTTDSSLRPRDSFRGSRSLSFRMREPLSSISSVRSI
S1P4 agonist = S1P4 receptor agonists, primary screen, cell-based; 220,000 tested, 0.35% active; activation, % at 4.98 µM; S1P4-expressing cell line, agonist reporter assay; Sphingosine 1-phosphate receptor 4 (Homo sapiens), O95977; AID 1509, 2009; in the data active = activation above about 11%;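 note: 0% = DMSO vehicle and 100% = reference agonist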
CHOP inhibitor = inhibitors of CHOP promoter induction, primary screen, cell-based, unfolded protein response, luciferase reporter; inhibition, % at 10 µM; CHO-K1 CHOP-promoter luciferase, tunicamycin-induced, 15-18 h; 220,000 tested, 3.8% active;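 active = compounds that reduced the stress-induced luciferase reporter signal by more than about 70% of percent inhibition, limit read from the data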;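 note: 0% = tunicamycin plus vehicle and 100% = wells without tunicamycin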
NPY1 pot ag = NPY-Y1 receptor potentiators or agonists, primary screen, cell-based; 220,000 tested, 0.37% active; activation, % at 3.6 µM; NPY-Y1 expressing cells, potentiator/agonist activation; in the data active = activation above about 33%, passing the limit was not always enough;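 note: cells stimulated with NPY at EC10 then isoproterenol at EC100; 0% = low agonist plus stimulus and 100% = saturating agonist plus stimulus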
The depositor's hits bear a star; nt = not tested or not shown. Hits appear at their usual frequency. About 7.1% of those tested had a hit in this group.

SMILES	BaF3 tox	Ba/F3 V617F tox	NCF1 inh	NPY Y1 blocker	NPY2 pot ag	S1P4 antag	S1P4 agonist	CHOP inhibitor	NPY1 pot ag
COC(=O)C1=C(C)NC(=O)NC1c1ccc(OC(=O)c2ccco2)cc1 (stereo not given)	8	-1	7	-1	-15	6	0.1	21	-9
O=C(NN=C(Cc1ccccc1)Cc1ccccc1)c1ccccc1F	3	-5	-48	5	-2	-4	1.4	9	-13
O=C(c1cc(-c2cccs2)on1)N1CCCc2ccccc21	2	-1	-6	0	1	11	0.1	42	11
COC(=O)c1ccc(COC(=O)CCC(=O)c2cccs2)cc1	-1	-4	-5	12	8	-8	2.2	-50	27
COc1ccc(/C=N/NC(=O)CCn2cnc(-c3ccccc3)c2-c2ccccc2)cc1	11	47*	-13	12	-10	-7	0.4	57	-3
Cc1ccc(C(=O)CSc2nc3c([nH]2)c(=O)n(C)c(=O)n3C)cc1	4	1	-22	1	5	-28	0.8	-1	14
C/C(CC(=O)Nc1cc(C)ccn1)=N\NC(=O)c1cccc(C)c1	4	-2	0	-2	-4	-2	0.5	15	-8
N#CCCn1cc(C(=O)Nc2ccccc2Br)c(-c2cc3ccccc3o2)n1	7	6	-12	-1	2	-13	3.0	-8	-22
Cc1cccc2cc(CN(CC3CCCO3)C(=S)Nc3ccccc3)c(=O)[nH]c12 (stereo not given)	6	-2	6	1	6	-3	1.4	14	-24
O=C(NCc1cccs1)C1CCCN(S(=O)(=O)c2cnc[nH]2)C1 (stereo not given)	11	3	-1	4	-13	2	-0.2	23	4
CCCN(CCC)CC(O)COc1ccccc1C(=O)Nc1ccccc1 (stereo not given)	2	0	-8	nt	-25	10	-0.4	16	-35
COc1ccc(Cl)cc1-c1nc(SCC(=O)N(C)CCC#N)n[nH]1	1	-3	-2	-1	1	-12	-0.7	-16	15
Cc1ccc(S(=O)(=O)N2CCN(C(=O)CCC(=O)NCCc3ccc(S(N)(=O)=O)cc3)CC2)c(C)c1	7	2	-6	1	-10	-22	0.8	17	-6
NCCCCCc1nnc(SCC(=O)Nc2cccc(Cl)c2)o1	1	-1	3	-2	-7	-3	1.0	9	-8
O=C(NCCN1CCOCC1)c1sc2ccccc2c1Cl	10	4	-10	-3	-9	1	-0.1	-5	-6
O=C(NC1CCCCCC1)C1Cc2ccccc2CN1C(=O)c1ccco1 (stereo not given)	-1	-2	-9	9	-2	-15	-0.1	-17	-4
NC(=O)N/N=C/c1ccc2cccc(OCc3ccccc3)c2n1	0	-2	-9	nt	-20	2	1.4	11	1
CCOc1ccc(N2C(=O)CC(N(CCc3ccc(OC)c(OC)c3)C(=S)Nc3ccccc3)C2=O)cc1 (stereo not given)	-6	2	14	-11	17	4	1.9	19	17
CCOC(=O)c1cc2occc2n1Cc1ccc(F)cc1	3	0	-7	9	6	-1	0.8	56	9
Cn1c(=O)c2c(c3ccccc31)OC(C)(C)CC2	-1	-6	-10	-4	3	-4	-1.0	20	1
C=CCn1c(SCC(=O)NC2CCS(=O)(=O)C2)nc2sc(CC)cc2c1=O (stereo not given)	6	-1	-4	0	-3	8	-2.4	-15	15
NC(=O)[C@@H]1CCCN1Cc1nc(Cc2cccc(C(F)(F)F)c2)no1	6	2	-1	0	-17	-10	-0.5	-7	-9
CCCOc1ccc(CNC(=S)NCc2ccc(OC(C)C)cc2)cc1	7	0	-21	4	0	-11	0.7	82*	-14
CCOC(=O)c1sc(=S)n(C)c1NC(=O)c1cccc(Br)c1	0	1	-10	nt	-3	12	0.2	16	8
CCn1c(-c2cccc(Br)c2)n[nH]c1=S	4	0	-12	10	-16	-7	-1.8	47	-13

The list goes on, overlapping the part above by 3 compounds.
SMILES	BaF3 tox	Ba/F3 V617F tox	NCF1 inh	NPY Y1 blocker	NPY2 pot ag	S1P4 antag	S1P4 agonist	CHOP inhibitor	NPY1 pot ag
CCCOc1ccc(CNC(=S)NCc2ccc(OC(C)C)cc2)cc1	7	0	-21	4	0	-11	0.7	82*	-14
CCOC(=O)c1sc(=S)n(C)c1NC(=O)c1cccc(Br)c1	0	1	-10	nt	-3	12	0.2	16	8
CCn1c(-c2cccc(Br)c2)n[nH]c1=S	4	0	-12	10	-16	-7	-1.8	47	-13
COc1ccccc1-c1cc(N)n(S(=O)(=O)c2ccc(F)c(C)c2)n1	1	1	-9	3	1	-13	0.3	21	7
COCc1nnc(NC(=O)CSCc2ccccc2)s1	-1	-5	-12	8	20	6	-0.1	7	-16
O=C(O)CC(NC(=O)COc1ccc(Cl)cc1Cl)C(=O)O (stereo not given)	0	-4	3	5	6	6	2.9	5	24
CCCNc1nc2c(c(=O)n(C)c(=O)n2C)n1Cc1cccc(C)c1	45*	42*	-9	0	-13	-7	0.5	nt	6
CCOC(=O)c1sc2ncn(CC(=O)NCC3CCCO3)c(=O)c2c1C (stereo not given)	-2	-3	-8	1	1	-1	0.3	11	-2
COc1ccc(NC(=O)CSc2ccc(NC(C)=O)cc2)cc1S(=O)(=O)N1CCCCC1	2	-1	-10	3	8	-22	0.5	-6	6
O=C1CCC/C(=N\NC(=O)c2ccc(COc3cccc4cccnc34)cc2)C1	6	0	-9	-6	-10	-11	-1.5	20	-18
CCOc1cc(-c2noc(CCC(=O)Nc3cccnc3)n2)ccc1OC	7	-4	-26	1	11	-8	-0.3	6	2
Cc1cccnc1NC(=S)Nc1ncccc1C	12	14	-4	nt	-12	-9	0.3	-4	7
Cc1ccc2c(n1)sc1c(-c3ccccc3)c(C#N)c(N)nc12	1	0	-4	20	-10	5	1.9	58	5
CCO[C@@H]1OC(C(=O)N2CCOCC2)=C[C@H](C2CC2)[C@H]1CCCO	1	-4	nt	2	-9	-9	-2.7	13	8
CC(C)NC(=O)c1nn(C)c2ccccc12	2	-2	-9	-2	3	-13	2.4	0	3
Cc1noc(COc2ccccc2OCC(N)=O)c1Cl	-1	-5	-6	2	13	2	-1.1	18	21
Cc1ccc(S(=O)(=O)Nc2nc(C)c(C(=O)NNS(=O)(=O)c3ccccc3)s2)cc1	-2	-1	2	nt	0	-10	0.9	7	7
O=C(O)C1CC=CCC1C(=O)Nc1ccccc1C(=O)N1CCN(c2ccccc2)CC1 (stereo not given)	3	1	-8	1	-4	-7	0.6	13	-3
Cc1nc(N)sc1C(=O)N/N=C/c1ccccc1[N+](=O)[O-]	4	-1	-6	-1	3	16	-2.8	-12	6
CN(C)CCNC(=O)C(C(=O)c1ccccc1)n1ccccc1=O (stereo not given)	4	1	5	2	-12	4	0.5	7	18
c1ccc(C2=NNC(=NC3CC3)SC2)cc1	8	3	2	-1	-10	3	-1.6	23	1
Cc1nn(CC(=O)NCCc2ccc(Cl)cc2)c(C)c1[N+](=O)[O-]	0	2	-13	1	9	-5	1.5	-3	-3
CSC1=N/C(=C\c2ccccc2F)C(=O)S1	2	3	-6	1	0	-3	0.8	41	2
Cc1ccccc1C(C(=O)NC1CCCC1)N(C(=O)Cc1cccs1)c1ccc2c(c1)OCCO2 (stereo not given)	4	1	-6	8	-13	10	0.6	22	-36
OCCC1CN(Cc2cccn2-c2ncccn2)CCN1Cc1ccccc1 (stereo not given)	7	1	9	8	-1	-16	0.0	2	-6
CCc1ccc2nc(NC(=O)Cn3cnc4ccccc4c3=O)sc2c1	39*	33*	-8	17	-1	1	1.1	38	0
O=C(O)CSCc1nc2scc(-c3ccccc3)c2c(=O)[nH]1	10	5	3	3	-7	5	-2.6	11	-3
Cc1ccc(Sc2ccc(CN3CCCC3)cc2[N+](=O)[O-])cc1	1	-3	2	-1	-9	-21	2.4	0	19

Later entries.
SMILES	BaF3 tox	Ba/F3 V617F tox	NCF1 inh	NPY Y1 blocker	NPY2 pot ag	S1P4 antag	S1P4 agonist	CHOP inhibitor	NPY1 pot ag
COCC(C)n1c(C)cc(C(=O)CN2C(=O)NC(Cc3c[nH]c4ccccc34)C2=O)c1C (stereo not given)	1	2	-10	5	-9	-4	0.1	10	-5
O=C(Cn1cnc2c(nnn2Cc2ccc(F)cc2)c1=O)Nc1cccc(F)c1	6	1	-9	-3	1	-10	5.6	-11	2
CS(=O)(=O)c1nc(-c2ccco2)cc(C(F)(F)F)n1	21	42*	-7	24*	-6	28	-1.1	111*	-57
Cc1ccc(S(=O)(=O)N2CCN(S(=O)(=O)N3CCOCC3)CC2)cc1C	1	-3	-6	1	14	0	0.4	4	7
COc1cc(OC)c(C2=NOC(C(=O)Nc3c(C)nn(CC(=O)N4CCCC4)c3C)C2)cc1Cl (stereo not given)	2	-1	-1	1	-3	-20	3.3	19	12
O=C(Nc1cccnc1)c1ccc(S(=O)(=O)c2ccc(Cl)cc2)cc1	1	1	-13	0	2	-6	-0.4	15	11
O=C(CSc1nn(-c2ccccc2)c(=S)s1)Nc1ncccn1	7	8	-2	12	-2	-11	-0.7	4	10
NC(=O)CSc1nnc(C2CC2)n1-c1ccccc1	5	4	-2	1	-19	-19	-0.3	8	15
c1ccc2c(c1)OCC(c1nn3cnnc3s1)O2 (stereo not given)	-2	-3	-1	11	-7	-5	-1.2	7	14
COc1ccccc1CC(=O)Nc1cc2oc3ccccc3c2cc1OC	5	0	1	15	-15	-3	1.6	-4	-33
COc1c(C(C)C)oc2cc3oc(=O)ccc3cc12	5	6	-2	4	-24	-11	-1.3	27	-9
O=C(NC(=S)Nc1ncc(Br)cc1Br)c1cncc(Br)c1	3	0	-6	7	-9	-1	-1.2	-7	-16
CCOC(=O)c1cnc(SCC(=O)c2ccc(Cl)cc2)nc1N	1	-2	-10	8	-22	-6	0.5	55	-4
CCOC(=O)c1c(CN2CCN(c3ccccc3)CC2)oc2ccc(O)cc12	1	-5	10	-3	8	-7	-0.5	81*	-2
Cc1ccc2cc(CN(Cc3ccc4c(c3)OCO4)Cc3nnnn3Cc3ccco3)c(=O)[nH]c2c1	-1	0	-24	-3	-12	-8	0.7	57	-25
Cc1cccc2c1N(C(=O)c1ccco1)C(C)(C)c1ssc(=S)c1-2	-1	-6	-5	4	5	-2	-0.5	37	0
Cc1cc(=O)n2c(c1C#N)SC1CCCCC12O (stereo not given)	-2	-2	-1	-4	-7	0	-1.9	63	10
O=C(O)CCC(=O)NC1CCCCC1	1	0	-10	-1	2	12	-4.2	-2	21
CCCCc1nc2ccccc2c(=O)n1NC(=O)c1c(O)c2ccccc2n(C)c1=O	2	-1	-13	-6	5	-7	1.9	98*	-12
COc1ccc(OCc2nnc(SCC(=O)c3ccccc3)o2)cc1	2	4	-3	13	-32	-24	0.7	10	-20
Cc1cc(C)n(/N=C/c2ccccc2)c(=O)c1C#N	2	1	-5	-2	-19	-14	-0.4	25	-14
COc1ccc(CC(=O)c2cc(OC)c(OC)cc2CC(=O)O)cc1OC	1	2	-5	-9	-13	2	-1.5	13	-3
CCCC(=O)Nc1ccc(Br)c(Cl)c1	4	-2	-10	1	-6	-3	-1.5	51	5
O=C(CSc1nnnn1-c1ccccc1)CSc1nnnn1-c1ccccc1	2	-4	-11	1	8	-2	2.5	8	0
